Assay outcomes from PubChem BioAssay.
Large T inhibition: SV40 large T antigen inhibitors, biochemical (AID 1903); SV40 large T antigen ATPase/helicase inhibition assay; higher % means a stronger effect; inhibition, % at 20 µM; hits with a dose series show IC50 in µM; hit rate 0.39% among 310,000; in the data active means a potency from the dose series; inconclusive means inhibition mostly from about 32% at the one dose, without a potency; inactive means the rest, 99 in 100 with inhibition below about 32%; further: strong numbers were not always called active
Siah-1 displacement: Siah-1 peptide-binding antagonists, primary screen, biochemical, fluorescence polarization, rhodamine-plectin, uHTS (AID 1817); Siah-1 / rhodamine-plectin peptide fluorescence polarization; higher % means a stronger effect; displacement, % at 20 µM; hits with a dose series show IC50 in µM; hit rate 0.02% among 290,000;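 active means displacement of at least 50% at 20 µM, with a fluorescence ratio check between 0.3 and a set limit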;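 further: plate controls were Siah plus tracer with DMSO for no effect and tracer alone without Siah for full effect; strong numbers were not always called active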
MgcRacGAP inhibition: MgcRacGAP GTPase-activating activity inhibitors, confirmation, biochemical, ADP Hunter fluorescence | Rac GTPase-activating protein 1 (Homo sapiens) | MgcRacGAP-stimulated Rac1 GTP hydrolysis, ADP Hunter fluorescence; higher % means a stronger effect; GST-tagged Rac1 F28L mutant substrate | inhibition, % at 30 µM; hits with a dose series show IC50 in µM | hit rate 0.6% among 340,000;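 active means first-screen hits whose inhibition reached a set limit at any dose in the follow-up dose series; inconclusive means inhibition above the set first-screen limit but never retested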;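 further: fluorescence reports GDP produced by GAP-driven GTP hydrolysis; strong numbers were not always called active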
AID2073: inhibitors of Mint1-CaV2.2 protein interaction, biochemical, HTRF (AID 2073) | Voltage-dependent N-type calcium channel subunit alpha-1B (Homo sapiens) | HTRF protein-protein interaction, Mint1-CaV2.2; higher % means a stronger effect | inhibition, % at 20 µM, or IC50 in µM where a hit was titrated | hit rate 0.19% among 290,000; in the data active means inhibition mostly above about 51%, no sharp cut-off; inconclusive means no clear call, values can overlap the other calls; inactive means mostly below about 53%; further: some results filed as inactive read as strong as hits
K1F lysis inhibition: inhibition of K1F phage lysis, E. coli UTI89, bacterial capsule biogenesis inhibitors, alamar blue (AID 488966); hit rate 0.02% among 340,000; E. coli UTI89 K1F phage lysis, alamar blue, 2 h; higher % means a stronger effect; inhibition, % at 100 µM; hits with a dose series show IC50 in µM;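 active means phage lysis inhibition, versus mean bacterial control, above a set limit; inconclusive means no clear call, values can overlap the other calls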;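 further: capsule biogenesis inhibitors block K1F phage lysis so surviving cells raise fluorescence; higher fluorescence means more inhibition of phage lysis; actives were called in the ten point dose series up to 300 µM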
NTR1 ag: agonists of NTR1, primary screen, imaging, U2OS cells, beta-arrestin-GFP, high content (AID 493036) | activation, % at 20 µM | hit rate 0.17% among 330,000 | NTR1-U2OS beta-arrestin-GFP spot imaging, agonist mode | Neurotensin receptor type 1 (Homo sapiens), P30989;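 active means activation at or above 40% of the spot to cytoplasm intensity ratio, with at least 20 cells analyzed; inconclusive means wells under 20 cells, flagged as cytotoxic or low count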;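 further: 0% = DMSO without peptide and 100% = 100 nM NTR1 peptide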
Target sequence (P30989 whole entry, looked up): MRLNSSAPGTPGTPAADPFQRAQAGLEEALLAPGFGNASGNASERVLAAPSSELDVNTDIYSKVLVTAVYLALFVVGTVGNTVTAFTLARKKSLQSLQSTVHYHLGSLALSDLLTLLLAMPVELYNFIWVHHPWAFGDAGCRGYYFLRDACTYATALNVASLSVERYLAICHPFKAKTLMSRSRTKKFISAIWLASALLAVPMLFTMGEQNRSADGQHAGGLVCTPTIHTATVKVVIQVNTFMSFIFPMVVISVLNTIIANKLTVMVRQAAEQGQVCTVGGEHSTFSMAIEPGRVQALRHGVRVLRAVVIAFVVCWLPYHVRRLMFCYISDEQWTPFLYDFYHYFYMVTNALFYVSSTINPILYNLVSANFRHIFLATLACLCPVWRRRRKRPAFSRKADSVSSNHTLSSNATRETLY
West Nile virus CPE: West Nile virus antiviral activity, cell-based, CPE readout (AID 1621) | West Nile virus-infected cells, CPE inhibition; higher % means a stronger effect | one-dose CPE inhibition, % at 10 µM; IC50 in µM for titrated hits | hit rate 0.02% among 290,000; in the data active means a potency from the dose series; inconclusive means CPE inhibition mostly from about 3.7% at the one dose, without a potency; inactive means the rest, 99 in 100 with CPE inhibition below about 2.2%; further: strong numbers were not always called active
Dengue-2 NS5 capping: Dengue-2 NS5 methyltransferase inhibitors, primary screen, biochemical, confirmation dose response (AID 588689) | inhibition, % at 25 µM, or IC50 in µM where a hit was titrated | hit rate 0.3% among 340,000 | Dengue-2 NS5 methyltransferase capping enzyme assay, biochemical; higher % means a stronger effect; in the data active means a potency from the dose series; inconclusive means inhibition above about 29% without an active follow-up result
RSV CPE inhibition: RSV antiviral activity via CPE protection, HEp-2 cells, primary 10 µM value included (AID 2391). HEp-2 cells, RSV-induced CPE inhibition; higher % means a stronger effect. CPE inhibition, % at 10 µM; hits with a dose series show IC50 in µM. hit rate 0.13% among 310,000; in the data active means a potency from the dose series; inconclusive means CPE inhibition mostly from about 23% at the one dose, without a potency; inactive means the rest, 99 in 100 with CPE inhibition below about 21%; further: strong numbers were not always called active
NTR1 ag cell count 20 µM: also measured in NTR1 ag; calls as there; cell count; measured here: cell count, cytotoxicity flag
Dengue-2 NS5 capping pilot replicate: further read-out of Dengue-2 NS5 capping, marked with its call; inhibition, %; measured here: pilot screen replicate inhibition
* hit, by the source's call; ? = inconclusive; . = not tested or not shown; [ ] = dose if it differs, or a comment.

SMILES | Large T inhibition | Siah-1 displacement | MgcRacGAP inhibition | AID2073 | K1F lysis inhibition | NTR1 ag | NTR1 ag cell count 20 µM | West Nile virus CPE | Dengue-2 NS5 capping | RSV CPE inhibition | others
C#CCN(C)CC/C=C1\c2ccccc2CSc2ccccc21 | 2% | 0% | 3% | -6% | 3.4% | 2.0 | 47 | -0.3% | -2% | 2.1%
Cc1ccc(-n2nnnc2-c2cnoc2-c2cccc(F)c2)cc1 | 9% | 18% | 2% | 11% | 0.1% | -1.5 | 79 | 0.8% | -7% | 1.0%
COc1ccccc1NC(=O)Nc1nc(CC(=O)N2CCN(c3ccccc3F)CC2)cs1 | 6% | . | 4% | . | -0.7%[50 µM] | 8.6 | 62 | . | -5% | ?
CCOc1cc(NC(=O)CCl)c(OCC)cc1NC(C)=O | 11% | 11% | 7% | -1% | -0.6% | -0.4 | 43 | 0.9% | -2% | -0.4%
CC(C)Oc1cccc(C(=O)C2CCCN(C(=O)c3ccsc3)C2)c1 (stereo not drawn) | 7% | -4% | 9% | -8% | 0.2% | 1.4 | 63 | -1.1% | 6% | 1.9%
O=C(CCCN1C(=O)CCC1=O)Nc1ccc(Cl)c(C(F)(F)F)c1 | 2% | -8% | 7% | 7% | 1.7% | -0.9 | 59 | 0.3% | . | 1.1%
O=C(NC1CCCCC1)C(Cc1ccccc1)NS(=O)(=O)c1cccs1 (stereo not drawn) | 0% | -4% | 2% | 5% | 1.0% | 0.0 | 55 | -0.7% | 3% | 0.3%
CCCc1cc(C(=O)OC)c(NC(=O)CCCC(=O)O)s1 | -4% | 16% | 5% | -4% | 0.3% | 0.3 | 34 | -0.7% | -3% | 2.6%
Cc1ccc(Nc2nc(-c3ccc(S(=O)(=O)N4CCCC4)cc3)cs2)cc1C | 12% | 3% | 9% | 36% | 4.8% | 0.9 | 82 | -1.2% | -4% | 3.2%
COc1cccc(CNC(=O)c2ccc(NC(=O)CC3SC(N4CCCCC4)=NC3=O)cc2)c1 (stereo not drawn) | . | . | 1% | . | 0.1%[50 µM] | -1.0 | 60 | . | -8% | 1.4%
O=C(O)c1ccccc1NCN1C(=O)C2CC=C(Cl)CC2C1=O (stereo not drawn) | 1% | -4% | 1% | -2% | -0.5% | -2.5 | 84 | 0.3% | 1% | 1.2% | Dengue-2 NS5 capping pilot replicate=2.7
Cc1ccc(N2CC(C(=O)Nc3nnc(C)s3)CC2=O)cc1 (stereo not drawn) | 8% | 2% | 6% | 2% | 4.3% | 2.5 | 63 | 0.3% | -5% | 0.8%
Cc1ccc([N+](=O)[O-])cc1S(=O)(=O)NCCc1c(C)[nH]c2c(C)cccc12 | 11% | 17% | 12% | -1% | 2.4% | 0.9 | 56 | -0.1% | -2% | 1.0%
CC(C)CCn1c(CN2CCN(C(=O)c3ccco3)CC2)nc2c1c(=O)n(C)c(=O)n2C | 10% | 0% | -3% | 4% | 0.4% | 5.4 | 53 | -0.4% | -5% | 3.2%
CCCCSCc1[nH]c(=O)[nH]c1C(=O)CCCCC(=O)OCC | 3% | 9% | 6% | -5% | -7.2% | -1.5 | 73 | 0.1% | -7% | 1.1%
Cc1cc(NC(=O)c2ccc(F)cc2)n(-c2ccccn2)n1 | 11% | 2% | -4% | 22% | -0.5% | 3.5 | 33 | -0.8% | -4% | -0.5%
C/C(=N\NC(=O)c1ccc(F)cc1)c1ccccn1 | 0% | -5% | 4% | 4% | 0.5% | 8.5 | 87 | 13% | -1% | 13%
CC(Oc1ccc2c3c(c(=O)oc2c1)CCCC3)C(=O)NCc1ccccn1 (stereo not drawn) | -1% | -3% | 12% | 15% | 0.1% | 0.0 | 68 | -0.9% | -4% | 0.6%
CCn1c(-c2cc(Cl)ccc2OC)n[nH]c1=S | 5% | 0% | 6% | 11% | 0.2% | -0.3 | 74 | 0.2% | -6% | 6.0%
CCOc1ccc(NS(=O)(=O)c2ccc(NS(=O)(=O)c3ccccc3)cc2)cc1 | 5% | 2% | -1% | 26% | 0.9% | 1.7 | 51 | 0.1% | 4% | -1.0%
CC(CCc1ccccc1)NC(=O)C(=O)NCCO (stereo not drawn) | 9% | 5% | 3% | 1% | 2.1% | 2.4 | 76 | 0.3% | -7% | 1.2%
COc1ccc(N2CCN(CC(=O)c3c[nH]c4ccccc34)CC2)cc1 | 9% | 4% | -4% | -2% | -0.4% | -0.2 | 50 | -0.1% | -3% | -1.7%
COc1ccc(S(=O)(=O)NCCNC(=O)N2CCOCC2)cc1 | 15% | -8% | 7% | 5% | -0.1% | -0.3 | 70 | -0.4% | 1% | 1.6%
CSc1nc(N2CCOCC2)c2c3c(sc2n1)CCC3 | 4% | -3% | 2% | -2% | 0.7% | 4.5 | 39 | 0.2% | -3% | 5.1%
CN(CCCC(=O)Nc1nccs1)S(=O)(=O)c1ccc(Cl)cc1 | -2% | -2% | 4% | -3% | -0.6% | 0.1 | 45 | -0.1% | -4% | 0.7%
COc1ccc(NS(=O)(=O)c2cc(NC(=O)CNC(=O)c3cccc(OC)c3)ccc2C)cc1 | 10% | 8% | 6% | 5% | ? | -1.0 | 74 | -1.0% | -12% | 2.5%
C=CCNC(=O)c1ccc(Cl)cc1Cl | 3% | 1% | 2% | 5% | -0.2% | -0.9 | 52 | 0.1% | -7% | 2.6%
Cc1ccccc1NC(=O)C1(NC(=O)c2cccc(N3C(=O)CSC3c3ccccc3)c2)CCCCC1 (stereo not drawn) | 18% | -4% | 12% | -6% | 1.5% | 0.3 | 117 | -1.3% | 0% | 1.9%
COc1cc(CCNC(=O)CCCn2c(=O)c3cccn3c3cccnc32)cc(OC)c1OC | 12% | 1% | 11% | -9% | 0.0% | 0.7 | 55 | -0.9% | -5% | 0.7%
CCCCn1c(N)c(N(CCOC)C(=O)C2CCN(C(=O)c3ccccc3C)CC2)c(=O)[nH]c1=O | 12% | . | 2% | . | 1.4%[50 µM] | -1.1 | 57 | . | 1% | 1.0%
COC(=O)[C@@H]1CCCN1Cc1c(C(=O)N2CCCCC2)nc2c(C)cccn12 | 24% | 6% | 2% | -5% | -0.2% | -1.0 | 51 | 0.0% | 2% | 3.2%
CC(NCC(c1ccco1)N1CCCCC1)C(=O)NC1CCCC1 (stereo not drawn) | 0% | 11% | 6% | 0% | -0.1% | -0.1 | 64 | 0.3% | -2% | 0.6%
COCc1c(Br)c(C)nc(OCC(=O)N/N=C/c2ccc(C)o2)c1C#N | -5% | 5% | 5% | -1% | 0.3% | -0.5 | 32 | -0.1% | -9% | 1.4%
Cc1nc(SC(C)C)[nH]c(=O)c1Cc1ccccc1 | 4% | 2% | 8% | 11% | 0.0% | 2.1 | 84 | -0.3% | -1% | 3.6% | Dengue-2 NS5 capping pilot replicate=-1.1
CN(C(=O)c1ccc2c(=O)n3c(nc2c1)CCCCC3)c1ccccc1Cl | 18% | -3% | 8% | 5% | 0.3%[50 µM] | 1.6 | 55 | -0.2% | 1% | 0.3%
COc1ccc2nccc(/C=C/c3ccnc4ccc(OC)cc34)c2c1 | 9% | -5% | . | 1% | . | 1.6 | 65 | 1.8% | . | -0.7%
CC(=O)NC(=S)Nc1cccc(S(=O)(=O)NC2=NCCC2)c1 | 9% | 9% | 4% | -6% | 2.8%[50 µM] | 0.9 | 59 | 0.1% | -9% | 2.8%
Cc1nc(S(=O)(=O)Nc2ccc3c(c2)OCCO3)cn1C | 8% | 5% | . | 3% | . | -0.5 | 48 | 0.1% | . | 0.6%
COc1cc(-c2nc3cnccn3c2Nc2ccc3c(c2)OCCO3)ccc1O | 20% | 3% | 16% | -7% | 0.3% | -0.6 | 86 | 1.5% | -2% | 5.5%
COc1ccccc1N1CCN(C(=O)CCCC2=NS(=O)(=O)c3ccccc3N2)CC1 | 0% | 7% | 0% | 6% | 0.5% | 3.6 | 48 | . | 1% | 0.3%
COc1ccc(-n2nc(C(=O)NCC(=O)NCCCN3CCOCC3)c3ccccc3c2=O)cc1OC | -6% | -2% | 4% | 1% | 1.5% | 1.4 | 47 | 0.3% | -2% | 0.2%
O=C(N/N=C\c1ccco1)Nc1cccc(Cl)c1 | 8% | -2% | 8% | -6% | 0.2% | -1.3 | 103 | -1.2% | -15% | 4.5%
O=C(CN1C(=O)c2ccccc2C1=O)Nc1sc2c(c1C(=O)NCC1CCCO1)CCC2 (stereo not drawn) | 15% | -1% | -2% | -8% | -6.5% | 3.7 | 72 | 2.0% | -6% | 0.9%
Cn1cccc1/C=N/NC(=O)CNc1ccc2ccccc2c1 | 11% | 10% | . | -13% | . | -0.5 | 57 | -0.4% | . | .
CC(C)(C)C(=O)O/N=C(\N)Cc1ccc(-c2csnn2)cc1 | 3% | -1% | 12% | -7% | 1.1% | 1.4 | 64 | -0.7% | -5% | .
COc1ccccc1-c1nc(-c2cccc(C)c2)no1 | 13% | -3% | 4% | 5% | 0.1% | 5.5 | 47 | 0.1% | . | 4.2%
Cc1cccc(C)c1NC(=O)CSc1nc2[nH]c(=O)cc(O)c2s1 | . | . | 3% | . | -0.5%[50 µM] | 0.0 | 86 | . | -3% | 0.2%
C=CC[C@@H](CC(=O)N[C@H](CO)Cc1ccccc1)C(=O)N[C@@H](COC(=O)[C@@H](CC=C)CC(=O)OC(C)(C)C)Cc1ccccc1 | . | . | 11% | . | 0.0% | 6.6 | 50 | . | 0% | . | Dengue-2 NS5 capping pilot replicate=2.1
CC(C)(C)NC(=O)/C(=C/c1ccco1)c1ccccc1 | 6% | 0% | 9% | 25% | -0.7% | -0.8 | 32 | 0.6% | -2% | 2.6%
CCOC(=O)c1cc(S(=O)(=O)NC2CCN(C(=O)OCC)CC2)cn1C | 6% | 0% | 9% | -3% | 1.3% | 2.0 | 53 | -0.4% | 8% | 1.5%
CC(C)(C)OC(=O)NCCOC(=O)c1[nH]cnc1C(=O)NCc1ccccc1 | . | . | 10% | . | 0.3% | -1.7 | 56 | . | -6% | -0.2%

Retrieved one by one from above:
SMILES | Large T inhibition | Siah-1 displacement | MgcRacGAP inhibition | AID2073 | K1F lysis inhibition | NTR1 ag | NTR1 ag cell count 20 µM | West Nile virus CPE | Dengue-2 NS5 capping | RSV CPE inhibition | others
CCCCn1c(N)c(N(CCOC)C(=O)C2CCN(C(=O)c3ccccc3C)CC2)c(=O)[nH]c1=O | 12% | . | 2% | . | 1.4%[50 µM] | -1.1 | 57 | . | 1% | 1.0%
C=CC[C@@H](CC(=O)N[C@H](CO)Cc1ccccc1)C(=O)N[C@@H](COC(=O)[C@@H](CC=C)CC(=O)OC(C)(C)C)Cc1ccccc1 | . | . | 11% | . | 0.0% | 6.6 | 50 | . | 0% | . | Dengue-2 NS5 capping pilot replicate=2.1
